Assay outcomes deposited in PubChem by several laboratories.
Mot1-301 SUMO: inhibitors of SUMOylation pathway: yeast Mot1-301 growth rescue; growth rescue, % at 18.8 µM; 320,000 compounds, 1% hits; S. cerevisiae Mot1-301 growth rescue, ATP luminescence, 38.5C; percent above DMSO median, 100 means doubled;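 active = every valid replicate shows activation above 250% relative to neutral control wells; inactive = the rest, any valid replicate at or below 250%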;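 note: OY570 slx delta 5 strain wells were the positive control but not used for scaling; some compounds called inactive have numbers as strong as hits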
dFosB act: activators of mouse delta FosB homodimer | 340,000 compounds, 0.99% hits | purified delta FosB, TAMRA-CDK5 oligo fluorescence polarization; percent of positive-control signal above neutral wells | activation, % at 25 µM | P13346;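 active = mean activation above about 17%, with every replicate also reaching it, limit read from the data, passing the limit was not always enough; inconclusive = only one of the two conditions met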;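 note: fluorescence polarization rise as delta FosB binds a TAMRA Cdk5 AP-1 oligo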
NSD2 HMT inh: NSD2 (human) methyltransferase inhibition. NSD2 peptide methylation, AlphaScreen, 120 min. inhibition, % at 12.5 µM. O96028. 310,000 compounds, 0.54% hits; in the data active = inhibition above about 50%
Keap1 Nrf2 FP: inhibitors of human Keap1-Nrf2 protein-protein interaction; Q14145; Keap1 Kelch-Nrf2 peptide fluorescence polarization, 1536-well; inhibition, % at 9.4 µM; 340,000 compounds, 0.15% hits; in the data active = inhibition above about 12%; inconclusive = no clear call, values can overlap the other calls; inactive = below about 7.3%;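 note: human Keap1 Kelch domain with fluorescein labeled Nrf2 9mer peptide probe; 0% = neutral control wells and 100% = peptide positive control; higher means more block of Keap1 binding to Nrf2 peptide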
Target sequence (Q14145 whole entry, looked up, the tested form may be a part): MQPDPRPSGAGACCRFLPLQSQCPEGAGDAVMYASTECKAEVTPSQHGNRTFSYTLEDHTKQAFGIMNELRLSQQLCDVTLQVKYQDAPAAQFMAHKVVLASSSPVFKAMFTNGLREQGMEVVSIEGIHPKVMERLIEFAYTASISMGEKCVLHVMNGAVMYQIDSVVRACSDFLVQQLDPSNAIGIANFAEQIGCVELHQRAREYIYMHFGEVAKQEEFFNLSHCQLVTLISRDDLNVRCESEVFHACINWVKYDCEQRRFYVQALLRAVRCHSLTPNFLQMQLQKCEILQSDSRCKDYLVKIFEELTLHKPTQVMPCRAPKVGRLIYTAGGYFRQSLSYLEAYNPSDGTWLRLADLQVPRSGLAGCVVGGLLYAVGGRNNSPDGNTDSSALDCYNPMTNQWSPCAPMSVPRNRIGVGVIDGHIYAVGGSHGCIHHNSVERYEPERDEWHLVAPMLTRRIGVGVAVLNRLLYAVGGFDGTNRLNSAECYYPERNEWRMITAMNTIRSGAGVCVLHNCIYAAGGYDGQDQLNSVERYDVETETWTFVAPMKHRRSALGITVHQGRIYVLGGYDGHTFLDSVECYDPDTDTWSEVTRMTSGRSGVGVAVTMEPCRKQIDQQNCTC
Cardiac RTF inh: cardiac RTF calcium desensitization; P19429+P45379; IANBD-labeled cardiac RTF, Ca2+ fluorescence; inhibition, % at 7.15 µM; 340,000 compounds, 0.12% hits;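 active = inhibition above the mean inhibition of all tested compounds plus 3 SD, cut at about 17% in these data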;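 note: assay run at fixed EC70 calcium of 1.6 mM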
RTF Ca sens act: increases calcium sensitivity of human cardiac regulated thin filaments | 340,000 compounds, 0.24% hits | IANBD-labeled TnC RTF fluorescence at EC20 calcium; 0% EC20 calcium, 100% full calcium | activation, % at 7.2 µM;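 active = activation above the mean over all tested compounds plus 3 SD, cut at about 30% in these data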;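 note: rise in fluorescence read as greater calcium sensitivity of cardiac thin filaments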
CDK5 p35 inh: blocks human CDK5/p35 kinase activity | AID 488839 | Recombinant CDK5/p35, ADP-Glo luminescence, 60 min | inhibition, % at 10 µM | 330,000 compounds, 0.01% hits | Q00535+Q15078;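 active = highest replicate inhibition of at least 50% and at least 75% of replicates reaching 50%; inconclusive = only one of the two criteria met; inactive = both criteria failed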;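 note: plate controls were DMSO neutral control for no effect and GW8510 at 10 µM for full effect; many of its hits are not listed in these tables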
PvdQ acylase: blocks Pseudomonas aeruginosa PvdQ acylase activity. purified PvdQ acylase, fluorescence plate reader. inhibition, % at 10 µM. 340,000 compounds, 0.063% hits. AID 488965; in the data active = inhibition above about 30%, passing the limit was not always enough; inconclusive = no clear call, values can overlap the other calls;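 note: 0% = vehicle neutral wells and 100% = reference inhibitor wells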
Rtt109 Vps75: inhibitors of Candida albicans Rtt109/Vps75 histone acetyltransferase; Q5AAJ8; purified Rtt109/Vps75, ThioGlo CoA-SH fluorescence, 4 h; inhibition, % at 34.9 µM; 330,000 compounds, 0.16% hits; AID 540336;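 active = inhibition of at least 50% in every replicate; inconclusive = best replicate reaches 50% inhibition but some replicates fall short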
Target sequence (Q5AAJ8 whole entry, looked up): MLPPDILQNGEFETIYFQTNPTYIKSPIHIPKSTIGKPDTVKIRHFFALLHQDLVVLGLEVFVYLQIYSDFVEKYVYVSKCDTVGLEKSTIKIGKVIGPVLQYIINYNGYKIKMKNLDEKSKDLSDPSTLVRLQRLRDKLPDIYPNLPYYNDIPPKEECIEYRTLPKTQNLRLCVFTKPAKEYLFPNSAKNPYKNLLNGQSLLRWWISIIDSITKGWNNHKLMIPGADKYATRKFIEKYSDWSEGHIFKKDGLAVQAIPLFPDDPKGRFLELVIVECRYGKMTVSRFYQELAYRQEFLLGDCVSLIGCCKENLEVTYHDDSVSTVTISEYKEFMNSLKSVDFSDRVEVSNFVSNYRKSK
C-LANA FP: inhibitors of KSHV LANA C-terminal domain DNA binding; MBP-C-LANA/FAM-LBS DNA binding, fluorescence polarization; inhibition, % at 9 µM; 340,000 compounds, 0.078% hits;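 active = highest replicate inhibition at or above 60% at 9 µM, even if other replicates fall short; inactive = all replicates below 60% inhibition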;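 note: 0% = neutral control wells and 100% = 4 µM acridine orange control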
PfHsp90 set2: reduces growth (ATP signal) of yeast expressing P. falciparum Hsp90; S. cerevisiae expressing PfHsp90, BacTiter-Glo ATP, 48 h; yeast lacking PDR1 and PDR3 efflux regulators; inhibition, % at 9.4 µM; 310,000 compounds, 0.32% hits; AID 504621;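 active = every replicate shows inhibition above about 80%, whatever the replicate mean, limit read from the data; inconclusive = mean inhibition reaches the set limit but some replicate falls short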;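 note: 0% = DMSO neutral controls and 100% = 20 µM radicicol positive controls; yeast relying on Plasmodium falciparum Hsp90 in place of its own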
Starred values were filed as active, the others as inactive; i = inactive; ? = inconclusive; / = not tested or not shown. Hits appear at their usual frequency; overall some 3.2% were active at least once.

SMILES	Mot1-301 SUMO	dFosB act	NSD2 HMT inh	Keap1 Nrf2 FP	Cardiac RTF inh	RTF Ca sens act	CDK5 p35 inh	PvdQ acylase	Rtt109 Vps75	C-LANA FP	PfHsp90 set2
O=C1CSc2ccc(C(=O)NCCc3ccc(Cl)cc3Cl)cc2N1	-1.2	2.1	8.7	-3.6	-5.3	-1.3	-0.8	-4.5	-3.4	-3.1	3.9
Cc1cccc(CN2C(=O)[C@@H]3Cc4c([nH]c5ccccc45)C(C)(C)N3C2=O)c1	39.4	0.4	/	-4.5	-23.6	-12.8	0.8	10.0	3.6	0.1	-5.5
Cc1ccc(N(CC(=O)NC(C)C)C(=O)CCC(=O)Nc2ccccn2)cc1	7.0	0.0	-1.5	-7.5	-10.3	2.2	0.6	-15.5	7.9	0.2	-16.9
Cc1ccc2nc(C)cc(C(=O)Nc3nccs3)c2c1	-30.4	-14.8	-1.0	-2.1	-1.8	-0.5	-8.1	-7.2	6.2	0.3	-18.2
CCOC(=O)c1c(-c2cccc(C)c2)csc1NC(=O)C1CC=CCC1C(=O)O (stereo not given)	-7.0	0.5	5.8	-4.4	3.9	-6.2	1.4	6.5	?	1.7	-10.4
N#Cc1ccc(CSc2ncccn2)cc1	0.9	0.2	67.5*	5.2	-2.3	7.0	0.0	-5.4	-0.7	0.8	-5.3
O=C(CN1C(=O)NC(c2ccccc2)(c2ccccc2)C1=O)NCCNCCO	-6.7	0.4	-2.2	-1.3	1.4	-0.8	0.9	3.2	-3.9	-2.3	3.2
O=C(NCC(c1ccco1)N1CCCC1)c1cc(S(=O)(=O)N2CCOCC2)ccc1Cl (stereo not given)	2.2	-4.8	-0.8	-2.3	-4.4	-4.5	0.3	-6.7	-3.9	-1.1	0.9
N#Cc1ccc(-c2csc(NC(=O)c3ccc(N4C(=O)CCC4=O)cc3)n2)cc1	-4.5	-1.0	2.0	-4.6	-7.4	-3.1	-1.9	-7.5	0.6	-0.4	3.3
O=C(NCCCn1ccnc1)C(=O)c1cn(CC(=O)N2CCCCCC2)c2ccccc12	/	-2.8	1.0	-0.5	-12.5	1.2	0.0	-5.4	11.6	-0.8	3.0
COc1cc(C)nc(SCC(N)=O)n1	-11.7	6.0	-0.3	-1.7	-1.8	-0.8	-0.3	-14.1	-10.1	0.8	-12.1
O=C(NCc1ccco1)/C(=C/c1ccc(C(F)(F)F)cc1)c1nc2ccccc2[nH]1	-7.7	-0.8	6.3	-10.0	-7.5	1.4	-2.8	-11.3	/	1.5	2.4
Cc1ccc(N2C(=O)CC(N3CCSCC3)C2=O)c(C)c1 (stereo not given)	20.6	-3.7	-0.9	-6.3	0.1	-1.7	-0.6	-9.1	-1.6	-1.2	8.1
CCC/C(=N\NC(=O)c1cccc(C)c1)c1ccccc1	23.7	-8.3	-4.4	-2.5	-3.7	2.8	0.4	3.8	7.4	1.4	1.0
COC(=O)c1cc(N2C(=O)C3C4C=CC(CC4)C3C2=O)ccc1Cl (stereo not given)	8.0	-4.8	/	7.5	-3.9	-0.1	0.5	5.9	14.4	-2.3	-22.0
CC(=O)N1CCN(CC(=O)NC(=O)Nc2ccc3c(c2)OCCO3)CC1	-17.1	1.9	-1.2	0.8	9.1	-1.5	-0.6	3.0	-4.6	1.9	/
CC1CCCCC12NC(=O)N(CC(=O)NC1CCCc3ccccc31)C2=O (stereo not given)	-23.1	1.2	0.7	-2.4	-17.4	0.9	1.4	-22.2	-15.1	-1.5	-17.9
CCN(CC)CC(=O)Nc1cc(N(C)C)nc2ccccc12	29.6	-10.0	-2.9	-5.6	-4.3	4.9	-0.4	2.6	11.9	0.1	3.6
C=CCC1c2cccc(C(=O)O)c2C(=O)N1c1cccc(OC)c1 (stereo not given)	9.9	-1.0	-1.2	-2.3	-12.3	3.1	0.0	-7.2	-2.3	-0.4	-50.6
Cc1cc(C)nc(SCCC(=O)Nc2cccc3ccccc23)n1	7.5	-1.4	-0.5	-0.6	1.2	3.6	0.8	8.0	5.4	-0.2	9.6
COc1ccc(N2CCN(C(C)C(=O)N3CCc4ccccc43)CC2)cc1 (stereo not given)	i	-7.1	12.6	0.9	-3.2	-3.3	-0.7	9.2	3.5	2.0	23.0
Cc1cc(C)c(NC(=O)NC2CCCCC2)c(C)c1	12.5	5.6	-1.7	3.5	7.4	-2.6	0.7	4.2	-5.6	-0.5	-1.1
COc1ccc(CNC(=O)C(NS(=O)(=O)c2cccc3nsnc23)C(C)C)cc1 (stereo not given)	/	3.5	-0.5	-2.8	-0.7	-1.1	-2.7	-1.6	-4.0	-0.7	5.9
O=[N+]([O-])c1ccc2c(c1)C(=NO)c1cc(F)ccc1-2	/	4.2	1.6	-1.9	6.6	-1.4	4.2	-7.7	0.6	2.0	-66.8
O=C(NCCN1CCN(C(=O)c2cccs2)CC1)C(=O)Nc1ccc(Br)cc1	95.7	-2.9	-0.7	-1.8	-0.9	1.0	0.8	5.5	-3.1	-0.5	-14.5
CC[C@]12c3[nH]c4cc(-c5ccco5)ccc4c3CCN1C(=O)[C@@H](CC(=O)NCCN1CCOCC1)C[C@@H]2C(=O)N1CCN(C(=O)C2CC2)CC1	/	-7.7	/	-1.4	-5.5	-9.0	-0.7	-9.1	-3.9	0.6	11.4
Cc1ncc([N+](=O)[O-])n1CC(=O)Nc1cc(Cl)ccc1Cl	-5.5	12.4	-3.3	-4.4	2.1	-2.2	-0.1	-3.6	2.1	-0.9	-22.0
COc1cccc([C@@H]2CC=C(C(=O)O)[C@H](c3ccc(C)cc3)N2S(=O)(=O)c2ccc(C)cc2)c1	/	-12.2	/	-2.5	-4.1	-2.2	0.0	-12.1	16.6	-0.5	9.7
Cc1nc2ccccn2c1C(=O)N=Nc1c(O)[nH]c2ccccc12	8.5	-8.4	-2.7	-2.2	-9.8	-0.2	0.7	-11.1	1.0	-0.3	13.6
Cc1ccc(S(=O)(=O)N2[C@@H](c3ccccc3)C(C(=O)O)=CC[C@H]2c2ccc(Cl)c(Cl)c2)cc1	120.0	-1.8	/	-0.1	3.9	-1.2	-2.6	-12.3	13.3	0.9	-7.2
COc1ccc(CNC(=O)c2ccc(S(=O)(=O)N3CC(C)CC(C)C3)cc2)cc1OC (stereo not given)	/	2.2	-0.3	-5.5	-4.1	-4.3	-4.9	-2.8	-1.9	0.8	-16.7
Cc1cc(C(=O)NNc2cc(Cl)ccc2Cl)no1	71.6	-4.8	-2.1	-6.3	2.3	2.5	-6.0	-5.9	3.9	0.6	19.0
CCCCc1nc(C(N)=O)c2[nH]c(=O)n(-c3ccc(OC)c(OC)c3)c2n1	-16.8	2.2	0.8	1.6	5.7	-2.2	0.7	2.5	-4.3	1.5	25.6
CCCCc1sc(-c2c(C#N)c(N)nc3c2CCCCC3)cc1[N+](=O)[O-]	-12.1	-7.1	-4.1	-1.1	-13.3	0.6	0.5	-6.2	1.3	-0.5	-28.7
CCc1ccc(NC(=O)CCc2ccc(C)o2)cc1	-25.3	2.3	1.2	-3.2	-9.2	-5.6	-0.9	-11.7	3.7	1.8	0.3
COc1ccc2cc(S(=O)(=O)NCCCN3CCOCC3)ccc2c1	10.3	-1.7	/	-2.0	-16.2	-2.4	0.6	2.9	-3.1	0.1	-6.2
CC(C)(C)C(=O)N1CCC2CC1c1cc(Cl)ccc12 (stereo not given)	/	9.8	/	-1.4	-5.7	-6.0	0.0	-17.7	-7.9	-1.0	-13.3
COc1ccc(OCCCC(=O)NCCc2nc3ccccc3[nH]2)cc1	2.9	-0.1	3.6	-1.7	-9.0	-2.3	2.1	2.4	7.3	-0.4	-3.4
O=C(NC(NCc1ccccn1)(C(F)(F)F)C(F)(F)F)c1ccco1	-1.4	2.8	-1.5	3.6	-7.9	2.2	0.8	-6.5	-28.0	1.9	5.5
COc1ccc(NC(=O)C2CCCCN2N)cc1OCC(C)C (stereo not given)	143.3	-9.1	-0.3	-5.3	-5.1	5.7	0.8	-6.7	1.6	0.3	-41.2
CSCCC(NC(=O)c1ccccc1Cl)C(=O)NNC(=O)c1csc(N2CCOCC2)n1 (stereo not given)	5.5	-10.0	-1.1	-4.1	-8.5	2.4	4.1	-9.1	-20.3	-0.5	13.6
CC(C)Oc1ccc(CNC(=O)Oc2ccccc2)cc1	-13.8	6.9	-3.3	-1.5	4.0	-8.4	0.6	-4.2	-4.5	0.4	-10.6
CC(=O)Nc1nnc(SCC(=O)Nc2ccc(N3CCOCC3)c(Cl)c2)s1	-6.6	4.6	0.5	-0.8	0.3	-3.3	2.8	-9.1	-3.1	-0.4	-3.1
Cc1ccccc1NCc1ccc([N+](=O)[O-])s1	13.9	-1.8	6.0	-0.3	-2.5	-3.4	-1.4	3.5	9.0	0.9	-5.3
CC1=CC(C)(C)N(C(=O)CCl)c2ccccc21	-12.5	-2.2	-2.7	-2.5	-7.1	1.1	0.1	1.7	-7.7	0.6	0.6
Cc1cc(=O)[nH]c(N/N=C/c2c[nH]c3ccccc23)n1	-9.3	-4.3	-1.4	-1.3	-15.1	1.8	-0.5	-4.6	18.5	-2.0	-32.2
CCCc1c(O)nc(SCC(=O)NCCc2ccc(OC)c(OC)c2)[nH]c1=O	2.4	-3.7	0.8	0.6	0.5	4.5	0.7	-5.9	-2.8	0.7	1.0
COC(=O)COc1cccc(NS(=O)(=O)c2cccc([N+](=O)[O-])c2)c1	11.2	4.2	2.0	1.7	-8.0	-1.9	-0.2	-1.4	2.1	0.2	6.5
COc1ccc(C)cc1-n1nnnc1SCC(=O)NC1CC1	15.4	-4.3	-0.7	-1.2	-6.6	-0.5	0.0	2.1	15.0	-0.3	-7.5
O=C(O)CCC(=O)N1CCN(c2nc(-c3ccccc3Cl)c3cc(Br)ccc3n2)CC1	-2.7	-11.4	-1.8	4.6	-18.5	2.1	0.4	-0.3	-8.9	0.6	-4.2
CCN(CC)C(=O)CSc1ncccc1-c1nc2ccccc2[nH]1	158.7	-4.0	-1.0	-0.7	-9.2	2.2	-0.5	-3.3	-9.9	0.7	3.7
NC(=O)C1CCN(CC(=O)Nc2ccccn2)CC1	9.8	1.0	15.2	-2.4	-5.6	3.5	-3.7	-6.5	-7.3	1.2	51.1
Cc1ccc(N2CC(NC(=O)N3CCN(C(=O)c4ccco4)CC3)CC2=O)cc1 (stereo not given)	-2.2	8.8	/	0.2	0.1	4.0	1.2	3.8	-0.8	-0.3	/
